Compound activity from PubChem.
H9c2 TAG inh: inhibitors of triacylglycerol accumulation, primary screen, cell-based, uHTS, fluorescence, H9c2; H9c2 cells, Nile Red lipid (TAG) fluorescence; cells loaded with 200 µM oleic acid; inhibition, % at 12.5 µM; 230,000 tested, 0.66% active; AID 651582, 2012;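 active means pattern-corrected inhibition of lipid staining of at least 50% with the nuclear-stain viability signal not falling by more than 50%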;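 further: 0% = DMSO wells and 100% = triacsin C control wells; some results filed as inactive read as strong as hits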
H9c2 TAG inh DAPI viability: also measured in H9c2 TAG inh; calls as there; DAPI nuclei signal change (viability), lower = more cytotoxic, %;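 whole-well DAPI fluorescence read on a plate reader as a viability signal; minus 50 percent equals half of cells still viable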
Numbers without * were called inactive. Some of the compounds tested; count on the stated rates, not on these rows.

Compound | H9c2 TAG inh DAPI viability | H9c2 TAG inh
COc1cc(-c2noc(C)c2/C=C/c2cccc([N+](=O)[O-])c2)cc(OC)c1OC | -30 | 39
CCCC1NC(=O)c2cc3ccccc3cc2-n2c1nc1ccc(F)cc1c2=O (stereo not given) | 3 | 3
COc1ccc(CNc2nc3nc(C)c(Cl)c(C)n3n2)cc1OC | 0 | -16
O=C(CS(=O)(=O)c1ccc(F)cc1)Nc1nnc(-c2ccccc2Cl)o1 | -1 | 4
CC1(OC(=O)C2CCCC2)C(=O)C=C2C=C(c3ccsc3)N(C3CC3)C=C2C1=O (stereo not given) | 1 | 14
Cc1nn(-c2nnc(C)c(=O)[nH]2)c(C)c1SCC(=O)Nc1ccc(C(C)C)cc1 | 1 | 7
O=C(c1cnc2ccccc2n1)N1CCN(c2ccc(C(F)(F)F)cn2)CC1 | 0 | 6
Cc1ccc(O)c(N=Nc2ccccc2)n1 | -6 | 2
O=C(CN1C(=O)c2ccccc2S1(=O)=O)NCCSc1ccccc1 | 9 | -7
Cc1cc(C)c2c(CC(=O)NNC(=O)c3ccccc3)coc2c1 | 0 | -2
Cc1cc(/C(N)=N/OC(=O)c2ccccc2Cl)no1 | -4 | 5
Cc1ccc(CCNC(=O)CCSCc2ccc(Cl)cc2)cc1 | 5 | -8
O=C(NNS(=O)(=O)c1ccc([N+](=O)[O-])cc1)c1ccc2ccccc2c1O | 1 | 3
O=C(N/N=C/c1ccc[nH]1)c1ccncc1 | -1 | -12
O=C(NNC(=S)Nc1ccc(Cl)c(Cl)c1)c1ccccn1 | -27 | -1

Remaining list, next part
Compound | H9c2 TAG inh DAPI viability | H9c2 TAG inh
Cc1cccc(C)c1NC(=O)N1CCC(N2CCCCC2)CC1 | 17 | -6
C/C=C(\C)C(=O)OC1CC(C)(C)C[C@H]2C3=CC[C@@H]4[C@@]5(C)CCC(O[C@@H]6O[C@@H](C(=O)O)[C@@H](O)C(O[C@@H]7OC[C@H](O)[C@@H](O)[C@@H]7O[C@@H]7OC(CO)C(O)[C@@H](O)[C@@H]7O)C6O[C@@H]6OC(CO)C(O)C(O)C6O)[C@@](C)(CO)[C@@H]5CC[C@]4(C)[C@]3(C)CC(O)[C@@]12CO (stereo not given in full) | 9 | 11
CC(=O)C1=C(O)C(=O)N(Cc2ccccc2)C1c1cccs1 (stereo not given) | -15 | -16
O=c1c2[nH]c3ccccc3c2ncn1C1CCCCC1 | -12 | 7
Cc1csc(N2C(=O)C3C4CCC(O4)C3C2=O)n1 (stereo not given) | -2 | 4
Cc1ccc(C(=O)N2CCSC2=S)cc1 | -9 | 3
COc1ccc(C(=O)NCC(=O)NCc2ccc3c(c2)OCO3)cc1[N+](=O)[O-] | -4 | 7
COc1cc(OC)nc(C(NC(=O)C2CCN(Cc3c[nH]c4ccccc34)CC2)c2ccc(Cl)cc2)n1 (stereo not given) | -57 | 116
CC(C)Cn1c(N)c(C(=O)COC(=O)CN2C(=O)C3CC=CCC3C2=O)c(=O)n(C)c1=O (stereo not given) | -9 | -14
Cc1ccc(NC(=O)C2(C)CCN2Cc2cccc3c2OCO3)cc1O (stereo not given) | -1 | -2
COc1ccc(S(=O)(=O)NCC(=O)NC2CC2)cc1OC | 3 | -6
CC(C)(CNc1ccc([N+](=O)[O-])cc1Cl)CNS(C)(=O)=O | -4 | 7
COc1ccccc1N1CCN(C2CCCN(C(=O)CCc3ccccn3)C2)CC1 (stereo not given) | 3 | 8
COc1ccc(CN2CCN(C(=O)C3CCC(CNS(=O)(=O)c4ccccc4)CC3)CC2)c(OC)c1OC (stereo not given) | 8 | -17
O=C(O)Cc1ccc(NC(=O)Cc2ccc3ccccc3c2)cc1 | 1 | 2

An excerpt from further up, as a working copy:
Compound | H9c2 TAG inh DAPI viability | H9c2 TAG inh
Cc1cccc(C)c1NC(=O)N1CCC(N2CCCCC2)CC1 | 17 | -6
C/C=C(\C)C(=O)OC1CC(C)(C)C[C@H]2C3=CC[C@@H]4[C@@]5(C)CCC(O[C@@H]6O[C@@H](C(=O)O)[C@@H](O)C(O[C@@H]7OC[C@H](O)[C@@H](O)[C@@H]7O[C@@H]7OC(CO)C(O)[C@@H](O)[C@@H]7O)C6O[C@@H]6OC(CO)C(O)C(O)C6O)[C@@](C)(CO)[C@@H]5CC[C@]4(C)[C@]3(C)CC(O)[C@@]12CO (stereo not given in full) | 9 | 11
CC(=O)C1=C(O)C(=O)N(Cc2ccccc2)C1c1cccs1 (stereo not given) | -15 | -16

Continued:
Compound | H9c2 TAG inh DAPI viability | H9c2 TAG inh
O=C(NS(=O)(=O)Oc1cccc(Cl)c1Cl)OC[C@@H]1CCCN2CCCCC12 (stereo not given in full) | -3 | -7
COCCOc1ccc(C(F)(F)F)cc1NC(=O)COC(=O)C12CC3CC(CC(O)(C3)C1)C2 | -9 | 20
Nc1ccn([C@@H]2O[C@H](CO)[C@@H](O)C2O)c(=O)n1 (stereo not given in full) | -43 | 26
C[C@H](CO)N1C[C@H](C)[C@@H](CN(C)Cc2ccc(C(=O)O)cc2)Oc2ncc(Br)cc2C1=O | -1 | 5
O=C(Nc1ccc(N2CCCC2)c(Cl)c1)c1ccc([N+](=O)[O-])cc1 | -5 | -5
CCC(=O)OC1(C#CCOc2ccc(OC)cc2)CCN(C)CC1 | -10 | 15
NS(=O)(=O)c1cccc(NC(=O)CSc2nnc(C3CC3)n2Cc2ccccc2)c1 | -4 | 5
O=S(=O)(c1ccc(F)cc1)N1CCN(c2ccc(-c3ccccc3)nn2)CC1 | 6 | -8
CCOc1ccc(OCC(=O)Nc2ccc(S(N)(=O)=O)cc2)cc1 | 6 | -8
CN(Cc1ccc2c(c1)OCO2)C(=O)c1cc(-c2ccccc2)c(N2CCOCC2)s1 | 1 | -18
CC(C)Nc1nc(-c2ccccc2)nc(-n2ccnc2)n1 | 2 | 8
O=C(COc1ccc(Cl)cc1Cl)Nc1ccc(C(=O)Nc2ccccc2C(=O)O)cc1 | 6 | -8
COc1ccc(Cc2nc(-c3cccnc3)no2)cc1OC | -2 | -3
COc1ccc(CN2CC[C@H]3C=CC[C@@H](C(=O)NCCc4ccccc4)[C@H]3C2=O)cc1OC | -9 | -10
O=C(NC1=NCCS1)c1cccc(S(=O)(=O)N2CCc3ccccc32)c1 | -1 | 2

(continued)
Compound | H9c2 TAG inh DAPI viability | H9c2 TAG inh
CC1CN(S(=O)(=O)c2cccc(C(=O)NCC3COc4ccccc4O3)c2)CC(C)O1 (stereo not given) | -9 | 15
CC(C)CN1CCC(C(=O)NC(c2ccc(F)cc2)c2ccc3ccccc3n2)CC1 (stereo not given) | 7 | 10
COCCNC(=O)CCn1nc(-c2ccc(Cl)cc2)ccc1=O | 6 | -2
CC(=O)Nc1ccc(S(=O)(=O)N(C)CC(=O)OCC(=O)NNC(=O)c2ccccc2F)cc1 | -7 | -34
Cc1ccc(C2=NCCn3c2c2ccc([N+](=O)[O-])cc2[n+]3[O-])cc1 | -11 | 7
CCCCC1(CC)COC(c2ccccc2)OC1 (stereo not given) | 2 | 10
CCN(CC(=O)Nc1cccc(F)c1)Cc1nc2ccccc2c(=O)[nH]1 | 4 | -9
Cn1nc(C(=O)NCC2COc3ccccc3O2)c2ccccc2c1=O (stereo not given) | -12 | 2
O=C(Nc1ccc(Cl)c(C(F)(F)F)c1)[C@@H]1CC=C[C@@H]2CCN(C3CCCCC3)C(=O)[C@@H]21 | -9 | -10
CCCS(=O)(=O)NC(=O)C1(C)CCN(C(=O)c2ccc(C(=O)OC)cc2)C1 (stereo not given) | 9 | 18
COc1ccc(CCNC(=S)NC2CCN(Cc3ccccc3)CC2)cc1 | 13 | -17
Clc1ccc(/C=N/Nc2nc(Cl)nc3ccccc23)cc1 | -8 | 33
FC(F)(F)c1ccncc1-c1nnnn1-c1ccc(Cl)cc1 | 1 | -12
CC(C)c1ccc(NC(=O)Nc2nc(C(N)COCc3ccccc3)cs2)cc1 (stereo not given) | -45* | 83*
Cc1ccc([N+](=O)[O-])cc1S(=O)(=O)Nc1ccc(N2CCOCC2)cc1 | -20 | -9

Taken from above:
Under H9c2 TAG inh, FC(F)(F)c1ccncc1-c1nnnn1-c1ccc(Cl)cc1 reads -12
Under H9c2 TAG inh DAPI viability, COc1ccc(CCNC(=S)NC2CCN(Cc3ccccc3)CC2)cc1 reads 13
Under H9c2 TAG inh DAPI viability, CC(=O)Nc1ccc(S(=O)(=O)N(C)CC(=O)OCC(=O)NNC(=O)c2ccccc2F)cc1 reads -7
Under H9c2 TAG inh, Cn1nc(C(=O)NCC2COc3ccccc3O2)c2ccccc2c1=O (stereo not given) reads 2
Under H9c2 TAG inh DAPI viability, CC(C)CN1CCC(C(=O)NC(c2ccc(F)cc2)c2ccc3ccccc3n2)CC1 (stereo not given) reads 7
Under H9c2 TAG inh, CCCS(=O)(=O)NC(=O)C1(C)CCN(C(=O)c2ccc(C(=O)OC)cc2)C1 (stereo not given) reads 18
Under H9c2 TAG inh DAPI viability, CC(C)c1ccc(NC(=O)Nc2nc(C(N)COCc3ccccc3)cs2)cc1 (stereo not given) reads -45*

The main list resumes, starting two compounds before the break.
Compound | H9c2 TAG inh DAPI viability | H9c2 TAG inh
CC(C)c1ccc(NC(=O)Nc2nc(C(N)COCc3ccccc3)cs2)cc1 (stereo not given) | -45* | 83*
Cc1ccc([N+](=O)[O-])cc1S(=O)(=O)Nc1ccc(N2CCOCC2)cc1 | -20 | -9
O=C(N/N=C/c1cccc(C(F)(F)F)c1)c1ccc(O)cc1 | -5 | 4
CCOC(=O)C1(Cc2cccc(F)c2)CCN(C(=O)c2ccoc2C)CC1 | -12 | 0
COC(=O)c1nn(-c2ccccc2)c(Sc2ccccc2)c1/C=N/O | 2 | -15
C=CC[C@H](CC(=O)NCCO)C(=O)NC[C@@H](OC(=O)[C@H](CC=C)CC(=O)OC(C)(C)C)c1ccccc1 | -8 | 15
COc1ccc(CCNC(=O)CCC(=O)n2ncc3ccc(Cl)cc32)cc1OC | 4 | 2
CC(C)N1CCC(N2CCN(CCCc3ccccc3)CC2CCO)CC1 (stereo not given) | 12 | 8
O=C(Nc1ccc(F)cc1)C(c1ccccc1)N1CCN(CC(=O)N2CCCC2)CC1 (stereo not given) | -1 | -12
Cn1c(=O)[nH]c(=O)c2c1nc(N/N=C/C(Br)=C/c1ccccc1)n2CCO | 15 | -6
COC(=O)c1cc(-c2ccc(NC(C)=O)cc2)nc2ccccc12 | -5 | 19
Cc1ccc2oc(=O)n(CCOc3ccccc3C)c2c1 | -62 | 78
Cc1onc(-c2ccccc2Cl)c1C(=O)NCc1nnnn1-c1ccc(F)c(F)c1 | 0 | 0
CCOC(=O)N1CCN(C(=O)C(NC(=O)c2ccco2)C(C)C)CC1 (stereo not given) | 3 | -3
CCOc1ncccc1C(=O)OCC(=O)Nc1cc(S(=O)(=O)N(CC)CC)ccc1C | -5 | -4
CN(c1ccccc1)S(=O)(=O)c1cccc(NC(=O)CN2CCc3ccccc3C2)c1 | -11 | 5
Cc1ccc(C(=O)CCC(=O)OCC(=O)N2c3ccccc3NC(=O)C2(C)C)cc1 | -5 | -1

(more compounds)
Compound | H9c2 TAG inh DAPI viability | H9c2 TAG inh
O=C(NCc1cc(Cl)cc(Cl)c1)c1csc(COCCO)n1 | -3 | -3
C/C(=N\NC(=O)c1ccc(N2CCCC2=O)cc1)c1ccncc1 | -7 | 10
C#Cc1ccc(NC(=O)C2(C)CCN2C(=O)c2cc(C)n(C)n2)cc1 (stereo not given) | -2 | 21
CCOc1ccccc1N1CCN(CC(=O)Nc2ccnn2C2CCCC2)CC1 | 5 | -19
CN/C(=C\[N+](=O)[O-])NCCSCc1csc(CN(C)C)n1 | 6 | 1
Cc1cccc(N=[N+]([O-])c2cccc(C)n2)n1 | 1 | -8
Cc1cc(C)nc(SCC(=O)OC(C)C(=O)Nc2ccccc2)n1 (stereo not given) | 7 | -3
O=C(Cc1ccsc1)Nc1ccc2c(c1)OCO2 | 0 | -8
CCCCN(CC)CCNC(=O)C1c2cc(OC)c(OC)cc2C(=O)N2CCc3ccccc3C12 (stereo not given) | -10 | -3
COCCCN(C(=O)c1cccnc1SC)c1c(N)n(Cc2ccccc2)c(=O)[nH]c1=O | -4 | -11
COc1ccccc1N1CCN(C(=O)c2cc3c(s2)CCC3)CC1 | 13 | -1
CCCn1nnnc1NCc1c(Cl)cccc1Cl | 5 | -18
CN(C(=O)COC(=O)COc1ccc2ccccc2c1)c1c(N)n(Cc2ccccc2)c(=O)[nH]c1=O | 5 | 0
CC1=C2C3OC(=O)C(C)C3CCC2(C)C=C(Br)C1=O (stereo not given) | -2 | -5
CC(C)CN(C(=O)COC(=O)c1cc2c(s1)CCC2)C1CCS(=O)(=O)C1 (stereo not given) | 4 | -33

(listing goes on)
Compound | H9c2 TAG inh DAPI viability | H9c2 TAG inh
O=c1oc2ccccc2c(Nc2ccccc2)c1CN1CCCCC1 | 4 | 13
COc1ccc(S(=O)(=O)n2ccc(-c3ccc(OCCN(C)c4ccccn4)cc3)n2)cc1 | 4 | -32
COc1ccc(CNC(=O)NCc2ccc(OC)c(OC)c2)cc1OC | 3 | 14
CC(C)N1CCc2c(sc(NC(=O)Cc3ccccc3)c2C(N)=O)C1 | -4 | -4
NC(=O)c1ccsc1NC(=O)COC(=O)C1=NNC(=O)CC1 | -6 | -10
COCOCCn1cc(CN2CCS(=O)(=O)N(Cc3ccc(-c4ccc(OC)cc4)cc3)C(C(C)C)C2=O)nn1 (stereo not given) | 7 | -11
COC(=O)C1=C(C)NC(=S)N(C(C)=O)C1c1ccc(OC)c(OC)c1 (stereo not given) | -3 | 4
C=CCSc1nc2sc(C)c(C)c2c(=O)n1CC=C | 6 | -20
CN(c1ccc(C(=O)Nc2cccc(O)c2)cc1)S(=O)(=O)c1ccccc1 | 6 | 0
COc1ccc2nc(SCC(=O)NCC(F)(F)F)[nH]c2c1 | 4 | -7
COCCNC(=O)/C(C#N)=C/c1ccc(OCc2ccc(F)cc2)cc1 | 7 | -4
CCOc1ccc(C2C=C(c3ccc(C)cc3)Nc3nnnn32)cc1 (stereo not given) | 8 | 11
CNc1nc(N)c([N+](=O)[O-])c(Nc2cccc(F)c2)n1 | -4 | 13
Cc1noc(NS(=O)(=O)c2ccc(N/C=C\C(=O)c3cccs3)cc2)c1C | -2 | -6
C/C(=N\NC(=S)NC1CCCCC1)c1ccc(O)cc1 | 4 | -5
